# Screens from PubChem BioAssay.
# S1P4 antag: blocks the human S1P4 receptor; O95977; inhibition, % at 4.98 µM; 220,000 tested, 0.26% active; S1P4-expressing cells, antagonist mode, reporter read-out; AID 1510; in the data active = inhibition above about 29%;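 note: 0% = wells stimulated with agonist and 100% = vehicle wells without agonist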
# Target sequence (O95977 whole entry, looked up): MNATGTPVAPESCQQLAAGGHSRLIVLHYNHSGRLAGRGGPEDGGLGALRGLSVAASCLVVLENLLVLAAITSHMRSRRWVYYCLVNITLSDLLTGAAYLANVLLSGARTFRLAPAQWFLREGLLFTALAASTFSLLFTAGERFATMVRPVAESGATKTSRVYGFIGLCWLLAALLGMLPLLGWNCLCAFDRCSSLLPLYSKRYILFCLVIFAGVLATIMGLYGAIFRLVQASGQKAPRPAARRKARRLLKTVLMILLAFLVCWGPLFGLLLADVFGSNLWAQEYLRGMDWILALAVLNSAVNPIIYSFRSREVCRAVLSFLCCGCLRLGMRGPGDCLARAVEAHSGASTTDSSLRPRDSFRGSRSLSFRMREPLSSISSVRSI
# eIF4E-4G inh: eIF4E/eIF4G interaction inhibition in translation initiation; P63073+Q04637; TR-FRET eIF4E-eIF4GI(517-606) binding, 2 h; inhibition, % at 21.7 µM; 220,000 tested, 0.37% active; AID 782;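 active = inhibition above about 30%, limit read from the data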;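 note: 0% = full FRET control wells and 100% = background wells lacking eIF4GI fragment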
# Ba/F3 V617F tox: lowers viability of Ba/F3 cells expressing EpoR and JAK2V617F | 220,000 tested, 1.1% active | ATP luminescence | AID 1446 | inhibition, % at 5.6 µM;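 active = inhibition above the campaign mean plus 3 SD over all tested compounds, cut at about 24% in these data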;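 note: cytokine-independent growth of Ba/F3 cells driven by EpoR plus mutant JAK2; 0% = DMSO-treated cells and 100% = JAK inhibitor I control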
# BaF3 tox: reduces parental Ba/F3 cell viability, JAK2V617F counter-screen; inhibition, % at 5.6 µM; 220,000 tested, 1.1% active; CellTiter-Glo ATP luminescence;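 active = inhibition above a per-campaign cutoff, the mean inhibition of all tested compounds plus 3 SD, cut at about 27% in these data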;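 note: 0% = DMSO wells and 100% = JAK Inhibitor I control wells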
# PERK inh: inhibitors of human PERK kinase | Q9NZJ5 | CHO PERK-DD fusion, SEAP luminescence translation reporter | inhibition, % at 5.6 µM | 220,000 tested, 0.17% active | AID 1416;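 active = inhibition above the mean inhibition of all tested compounds plus 3 SD, set separately per screening campaign, cut at about 2.9% in these data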;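 note: PERK kinase domain activated by AP20187 dimerizer at 100 nM; 0% = DMSO with dimerizer and 100% = rapamycin at 8.4 µM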
# NPY-Y2 PAM-ag: potentiators or agonists of human neuropeptide Y receptor Y2; cells expressing NPY-Y2, potentiator/agonist read-out; activation, % at 3.6 µM; P49146; 220,000 tested, 0.45% active; AID 1359; in the data active = activation above about 27%;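 note: cells stimulated with NPY near EC25 plus isoproterenol at EC100; 0% = vehicle plus submaximal agonist and 100% = vehicle plus saturating agonist; some results beyond the cut were filed as inactive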
# Target sequence (P49146 whole entry, looked up): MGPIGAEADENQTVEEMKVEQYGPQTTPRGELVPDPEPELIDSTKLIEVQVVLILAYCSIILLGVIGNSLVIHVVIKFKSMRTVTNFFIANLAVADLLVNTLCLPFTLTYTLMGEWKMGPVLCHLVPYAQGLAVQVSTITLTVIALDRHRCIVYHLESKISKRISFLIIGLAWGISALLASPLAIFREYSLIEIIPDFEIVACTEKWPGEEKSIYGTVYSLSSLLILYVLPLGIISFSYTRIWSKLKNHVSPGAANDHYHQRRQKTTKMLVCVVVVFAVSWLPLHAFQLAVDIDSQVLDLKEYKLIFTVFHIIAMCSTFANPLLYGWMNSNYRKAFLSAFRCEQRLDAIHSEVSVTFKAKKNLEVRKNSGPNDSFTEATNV
# Wee1 degr inh: inhibitors of human Wee1 degradation; 220,000 tested, 1.2% active; HeLa Luc-Wee1K328M stability, luciferase luminescence; 100% = proteasome inhibitor MG132 effect; reporter increase, % at 5 µM;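 active = activation above the mean of all tested compounds plus 3 SD, set per screening run, cut at about 8.8% in these data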;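 note: cells exposed to compound for 20 h before luminescence read; 0% = DMSO alone and 100% = MG132 at 30 µM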
# S1P4 ag: activates the human S1P4 receptor; activation, % at 4.98 µM; 220,000 tested, 0.35% active; O95977; S1P4-expressing cell line, agonist reporter assay; in the data active = activation above about 11%;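 note: 0% = DMSO vehicle and 100% = reference agonist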
# Mdm2 ligase inh: inhibitors of human Mdm2 E3 ubiquitin ligase | cell-based MDM2 ubiquitination luciferase reporter, 2 h; 0 = plate control, 100 = twice control, blank-subtracted | signal enhancement, % at 5 µM | 210,000 tested, 0.11% active | AID 1230;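 active = signal enhancement of 30% or more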;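 note: luminescence tracks abundance of the self-degrading MDM2-luciferase fusion protein; higher signal means inhibition of MDM2 E3 ligase activity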
#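 Test system: mammalian cells stably expressing self-ubiquitinating, self-degrading MDM2 E3–luciferase fusion; Amount: 2000 cells in each well; Medium: DMEM; Schedule: 4 h settle plus 2 h compound, 37 °C; Technique: SteadyLite luciferase luminescence after 15 min room-temperature reagent incubation; Benchmarks: plate control and blank wells.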
# * hit, by the source's call; . = no result given; [ ] = remark or other dose.
# Values run as follows: S1P4 antag	eIF4E-4G inh	Ba/F3 V617F tox	BaF3 tox	PERK inh	NPY-Y2 PAM-ag	Wee1 degr inh	S1P4 ag	Mdm2 ligase inh
CN(c1cccc(NC(=O)CN(c2ccc(Cl)c(Cl)c2)S(=O)(=O)c2ccccc2)c1)S(C)(=O)=O
 : -4	18	5	7	-0.7	14	6	0.4	2
CC(C)=C1C2CCC1C1C(=O)N(c3ccc4c(c3)OCO4)C(=O)C21 (centres undefined)
 : -8	2	2	9	0.3	9	3	0.2	-8
COc1cc2c3c(c1)-c1c(sn(-c4cc(OC)ccc4OC)c1=S)C(C)(C)N3C(=O)C2=O
 : -11	0	1	5	1.2	-17	1	-0.9	1
Nc1cc(Cl)ccc1N1CCCCCC1
 : -8	9	42*	56*	0.2	-4	3	1.8	-2
COc1ccccc1NC(=O)CN1CCN(CC(=O)Nc2ccc(OCc3ccccc3)cc2)CC1
 : -20	9	-1	3	-0.4	4	1	1.9	-20
c1ccc(CNc2ccc3c(c2)ncn3C2CCCCC2)nc1
 : -9	13	3	14	-0.4	-3	0	2.9	-17
COc1ccc(CCC(=O)Nc2c(C)n(C)n(-c3ccccc3)c2=O)cc1
 : -3	-3	2	10	0.5	-4	3	1.5	2
O=[N+]([O-])c1ccccc1Oc1ccc(C(F)(F)F)cn1
 : -5	0	3	2	0.7	0	-2	0.6	-3
CCNC(=S)NS(=O)(=O)c1ccc(CC)cc1
 : -24	-2	-3	-1	0.8	-1	2	1.7	-7
CN(C)c1cccc(C(=O)OCC(=O)N(Cc2ccccc2)C2CCS(=O)(=O)C2)c1 (centres undefined)
 : 7	3	3	2	-0.7	1	3	-3.3	-40
N#C/C(=C\c1ccc(-c2ccc(Br)cc2)o1)C(=O)NCCc1c[nH]c2ccccc12
 : -19	1	-2	-2	0.0	5	6	2.2	-4
CCOC(=O)Cc1[nH]nc2c1C(c1cccc(OC)c1OC)C(C#N)=C(N)O2 (centres undefined)
 : -10	-2[fluorescence artefact?]	-1	6	0.6	-3	-3	0.1	-2
CS(=O)(=O)NCCC1=CCCCC1
 : -4	-1	-5	0	1.0	8	-1	1.1	-15
CC(=O)Oc1cc2c(cc1Cl)C1(CC(c3ccccc3Cl)O2)CC(C)(C)NC(=S)N1 (centres undefined)
 : -10	-10	-2	-1	0.2	-8	-1	-2.2	.
Cc1ccc(N2C(=O)C(Cl)=C(Nc3c(C)n(C)n(-c4ccccc4)c3=O)C2=O)cc1
 : -10	-6	1	-1	-0.4	10	-1	0.5	-13
O=C(O)CCCNC(=O)c1ccc(NC(=O)Cc2ccc(Cl)cc2)cc1
 : -21	-2	0	3	1.2	-4	0	-1.4	-10
Cc1cc(N/N=C2/CCCc3ccccc32)nc2ccccc12
 : -4	1	2	4	-0.3	-23	-3	-0.2	-12
CC(=O)N(C(C)=O)N1C(=O)/C(=C/c2ccc(Cl)cc2)SC1=S
 : 2	4	-1	-4	0.4	-18	-2	0.9	-6
CCOC(=O)CNC(=S)N(CCCN1CCCCC1)Cc1cccs1
 : 12	-2	-4	0	1.3	-9	9.8*	-2.1	-4
Cc1ccccc1N1C(=O)C2ON(c3ccccc3)C(c3ccncc3)C2C1=O (centres undefined)
 : -7	-6	-2	2	0.9	20	-1	0.7	-10
O=c1cn[nH]c2ccccc12
 : -12	2	-4	-7	2.4	-4	4	0.1	-27
CC1(C)NC(=O)N(CCCCOc2ccc(Cl)cc2C=O)C1=O
 : 10	9	71*	76*	-0.7	-9	9	0.8	.
NC1=NC(c2ccc(Cl)cc2)N(c2ccc(S(N)(=O)=O)cc2)C(N)=N1 (centres undefined)
 : -2	-7	0	-1	1.4	-1	0	-0.9	-3
CSc1nc(N(C)CCO)c2sc3nc(-c4ccco4)c4c(c3c2n1)CCC4
 : 2	26	-4	2	1.9	13	0	-1.4	4
Cc1ccc(-c2csc3ncnc(NS(=O)(=O)c4ccc(Cl)cc4)c23)cc1
 : 6	5	5	3	1.0	-1	0	0.3	-13
Cc1cc(OCC(F)(F)C(F)(F)C(F)(F)C(F)(F)C(F)(F)C(F)F)nc(N)n1
 : -7	-7	0	0	0.8	38*	-1	1.3	-13
COCCCNC(=S)NNC(=O)c1cc(Cl)c(O)c(Cl)c1
 : -14	-7	-6	-1	1.2	11	-2	1.4	-5
Nc1ccc(Nc2nc(-c3cccs3)cs2)cc1
 : -18	-7	-1	1	0.6	10	1	1.4	-48
COc1ccc2c(c1)C1C=CCC1C(c1cc3c(cc1Br)OCO3)N2 (centres undefined)
 : -16	1	-6	5	0.7	18	0	0.4	-7
CCOc1ccc(C(C)NC(=O)C2CCCC2)cc1 (centres undefined)
 : -9	5	-2	-2	-0.4	7	2	1.1	-14
Cn1c(CSCC(=O)Nc2ccccc2)nnc1SCc1ccccc1
 : 5	0	0	-4	-1.5	-14	-2	-0.6	-7
COc1cc(C(=O)NC(=S)N2CCCCCC2)cc(OC)c1OC
 : 7	-4	-6	0	0.9	-14	2	-0.4	2
CCOC(=O)/C(C#N)=C1/SC(CCO)C(=O)N1c1ccccc1 (centres undefined)
 : -14	-2	-3	9	0.0	8	-1	1.0	4
Cc1cc(-c2cccs2)c2c(n1)sc1c(=O)[nH]c(=O)[nH]c12
 : 0	4	-4	1	2.0	11	1	0.7	-4
O=C(COC(=O)CCC1CCCC1)Nc1ccccc1Sc1ccccc1
 : 1	17[fluorescence artefact?]	-3	2	2.9*	2	3	0.4	10
Cc1ccsc1-c1nc(CN2C[C@@H](C)O[C@@H](C)C2)c(C)o1
 : -5	4	3	3	-1.1	-9	0	-0.6	1
O=C(C1=C[C@H](C2CC2)C[C@H](OCCCCO)O1)N1CCOCC1
 : 7	2	-2	-1	0.7	-12	-1	1.9	.
Cc1nc(-c2ccccn2)sc1C(=O)O
 : 6	0	-2	1	-0.5	0	-2	2.8	-7
COCC(C)NC(=O)CCSc1nc(-c2ccc(OC)cc2)cc(C(F)(F)F)n1 (centres undefined)
 : 5	0	-1	2	-1.4	-12	0	-1.9	5
Cc1ccc(-c2cnc(NC(=O)CCC(=O)N(C)Cc3ccccc3)n2C)cc1
 : -1	-3	40*	62*	-0.5	-5	1	-3.3	-17
CCOC(=O)CN(c1cc([N+](=O)[O-])ccc1OC)S(C)(=O)=O
 : -30	12	2	11	2.2	11	1	-0.9	-2
CC(NC(=O)/C(=C/c1ccc2c(c1)OCO2)NC(=O)c1cccc([N+](=O)[O-])c1)C(=O)O (centres undefined)
 : 4	2	0	-1	1.3	14	-3	1.6	-11
CCN(CC)c1ccc2c(Nc3ccccc3)c(C=O)c(=O)oc2c1
 : -9	3	-4	2	0.8	-2	2	1.0	3
COc1cccc(OC)c1C(=O)Nc1ccc(NC(=O)c2ccco2)cc1
 : -3	-16[fluorescence artefact?]	2	-3	0.5	-6	-4	0.8	4
Cc1ccc(CNC(=O)CN(c2cccc([N+](=O)[O-])c2)S(=O)(=O)c2ccccc2)cc1
 : 2	2	0	1	-0.5	5	6	-1.4	-2
CCOC(=O)C1CCCN(C(=O)c2cc3c(C)nc4ccccc4c3o2)C1 (centres undefined)
 : -13	1	4	5	-0.6	-24	4	3.3	-5
CC(C)(C)c1ccc(C(=O)NCc2nnc(SCC(=O)N3CCCc4ccccc43)n2-c2ccccc2)cc1
 : -10	-1	-5	5	0.5	11	9.3*	5.0	-12
O=C(CCCc1ccccc1)Nc1nncs1
 : -13	0	2	3	1.7	-3	-2	0.6	-4
O=C(CCSCCC(=O)NCCN1CCOCC1)NCCN1CCOCC1
 : -8	4	0	4	1.0	-17	-1	0.9	-18
Cc1nc(N)sc1-c1csc(Nc2ccccc2)n1
 : -4	4[fluorescence artefact?]	0	3	0.2	2	0	-2.6	-1
C=CCNC(=S)N1CCN(c2ncc3c(=O)c(C(=O)O)cn(CC)c3n2)CC1
 : -13	9	-3	1	1.3	2	-1	1.6	-20
Nc1[nH]c(=S)[nH]c(=O)c1-c1ccccc1
 : -2	-2	-1	2	-0.8	4	4	2.1	-7
O=C(Nc1cccc(NC(=O)c2cccs2)c1)c1cccnc1
 : -21	1	2	5	0.3	-2	4	-1.8	-18
COCCSc1nnc(NS(=O)(=O)Cc2ccccc2)s1
 : -10	7	-2	3	2.2	14	2	0.8	-9
CCCCCCSC1=C(C#N)C(=O)NC2(CCCCC2)S1
 : -15	5	-2	3	1.8	2	-1	2.1	-9
Cc1ccc(-c2nc(NC(=O)c3cc(C(C)(C)C)nn3C)sc2C)cc1Cl
 : -9	1	-3	-3	1.4	-9	0	0.5	-3
CCn1c(C)csc1=NC(=O)c1ccccc1O
 : -9	0	-5	2	0.3	0	0	0.4	0
CN(CCNC(=O)CCNC(=O)Cn1ccc2ccccc2c1=O)Cc1ccccc1
 : -11	2	-4	0	-0.1	-2	-1	0.9	-12
Cc1ccc(C)c(CSc2nnc(-c3ccccn3)n2N)c1
 : -4	4	-1	5	0.2	-5	1	-0.5	-2
Cc1ccc2cc(C(c3nnnn3Cc3ccccc3)N3CCc4ccccc43)c(=O)[nH]c2c1C (centres undefined)
 : 0	-23[fluorescence artefact?]	-3	4	-0.1	-1	-2	2.3	-7

# (listing goes on)
# Values run as follows: S1P4 antag	eIF4E-4G inh	Ba/F3 V617F tox	BaF3 tox	PERK inh	NPY-Y2 PAM-ag	Wee1 degr inh	S1P4 ag	Mdm2 ligase inh
CN(C)CCNC(=S)Nc1cccc(Cl)c1
 : 4	-10	-4	7	0.4	11	-3	-0.7	-5
O=C(NCCN1CCOCC1)c1ccc(CSc2nc3ccncc3n2Cc2ccc(F)cc2)cc1
 : -13	0	-2	2	2.2	13	-1	1.5	-15
COc1cc(C(=O)Nc2ccc(Cl)c(C(F)(F)F)c2)cc(OC)c1OC
 : 1	6	-1	1	-0.8	-23	-3	0.6	-6
N#C/C(=C\c1cc2ccccc2nc1N1CCOCC1)C(=O)Nc1ccc(N2CCOCC2)cc1
 : 18	-3[fluorescence artefact?]	5	12	-1.5	-3	-3	0.8	-11
COCCNC(=O)c1ccc(N2CCCCC2)c(NS(=O)(=O)c2ccc(C)cc2)c1
 : 4	1	3	3	0.1	-4	1	-0.2	-2
O=C(COc1ccccc1)Nn1c(-c2ccccc2)nc2ccccc2c1=O
 : -22	-3	0	2	-0.5	0	-4	1.6	-9
CC(C)(C)c1cc(NC(=O)CSc2nnc(NCc3ccccc3)s2)n(-c2ccccc2)n1
 : 2	8	-3	3	0.1	20	0	0.6	-8
COc1cc(/C=N/NC(=O)c2ccc(=O)[nH]n2)ccc1O
 : -5	-1	1	3	-0.3	9	1	1.8	.
CCOC(=O)C1=C(C)NC(C)=C(C(=O)OCC)C1c1cc(N)ccc1OC(F)F
 : -4	6	-2	1	-0.4	17	-1	1.1	-4
O=C(CCSc1ccc(Cl)cc1)N1CCCCCC1
 : -13	0	-1	5	-0.1	12	3	0.5	-13
Cc1occc1C(=O)Nc1nn[nH]n1
 : 8	-11	7	9	-0.3	-15	2	-0.2	-12
COC(=O)c1[nH]c2cccc(OC)c2c1NC(=O)CCN1CCN(c2ccccc2F)CC1
 : -21	-4	-3	2	-0.4	15	1	-0.5	-13
